# OX1R antag-1: antagonists of human orexin 1 receptor; hit rate 0.43% among 330,000; inhibition, % at 5 µM; CHO/OX1R cells, Fluo-8 calcium fluorescence, orexin A; AID 434989;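 active = inhibition above its plate's threshold, mean inhibition of all tested compounds on the plate plus 3 SD, cut at about 37% in these data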;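 note: 0% = orexin A challenge wells and 100% = SB-334867-A antagonist wells; not every result past the cut was called active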
# Target sequence (O43613 whole entry, looked up): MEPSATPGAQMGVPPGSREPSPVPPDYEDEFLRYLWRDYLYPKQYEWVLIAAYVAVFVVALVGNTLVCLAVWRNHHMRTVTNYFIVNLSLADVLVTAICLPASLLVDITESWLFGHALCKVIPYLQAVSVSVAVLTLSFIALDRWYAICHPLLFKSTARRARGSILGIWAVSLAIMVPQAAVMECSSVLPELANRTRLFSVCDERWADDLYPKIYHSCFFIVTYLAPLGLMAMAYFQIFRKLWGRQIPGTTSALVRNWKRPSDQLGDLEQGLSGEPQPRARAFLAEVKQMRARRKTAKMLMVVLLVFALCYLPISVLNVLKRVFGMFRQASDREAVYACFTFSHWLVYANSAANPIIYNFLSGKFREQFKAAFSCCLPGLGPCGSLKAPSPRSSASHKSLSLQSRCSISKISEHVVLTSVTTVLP
# OX1R antag-2: antagonists of human orexin 1 receptor (OX1R); O43613; AID 485270; hit rate 1.8% among 330,000; inhibition, % at 6.6 µM; OX1R-expressing cells, FRET antagonist read-out; in the data active = inhibition mostly above about 38%, no sharp cut-off; inactive = mostly below about 40%;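 note: 0% = agonist challenge alone and 100% = reference antagonist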
# Active calls of the source: *. Hits appear at their usual frequency (roughly 2.1% active in at least one column).
# The first five records, ahead of the listing:
molecule | OX1R antag-2 | OX1R antag-1
Cc1ccc(NC(=O)CSc2ccc(-c3ccccn3)nn2)cc1 | 22 | -14
O=C(CN(Cc1ccccc1F)C(=O)Cn1nnc(-c2cccs2)n1)NC1CCCCC1 | 12 | -22
COc1ccccc1C1CCN(Cc2ccccc2)CC1 | -5 | -26
O=C(c1ccccc1)n1ccc(-c2cnc(-c3ccccc3)s2)n1 | 8 | -13
CCN(C(=O)CSc1nnc(Cn2nnc3ccccc32)o1)c1nc(-c2ccccc2)cs1 | 13 | 6

# The whole of this part, from the first entry:
molecule | OX1R antag-2 | OX1R antag-1
Cc1ccc(NC(=O)CSc2ccc(-c3ccccn3)nn2)cc1 | 22 | -14
O=C(CN(Cc1ccccc1F)C(=O)Cn1nnc(-c2cccs2)n1)NC1CCCCC1 | 12 | -22
COc1ccccc1C1CCN(Cc2ccccc2)CC1 | -5 | -26
O=C(c1ccccc1)n1ccc(-c2cnc(-c3ccccc3)s2)n1 | 8 | -13
CCN(C(=O)CSc1nnc(Cn2nnc3ccccc32)o1)c1nc(-c2ccccc2)cs1 | 13 | 6
O=C(C[n+]1ccccc1)N/N=C/c1ccccc1F | 23 | -1
COc1ccccc1-c1nnc(SCC(=O)N2CCC(C)CC2)o1 | 28 | -5
CC1CCN(S(=O)(=O)c2ccc(NC(=O)c3cccs3)cc2)CC1 | 10 | -16
COc1cc(C2C3=C(CCCC3=O)OC3=C2C(=O)CCC3)ccc1OCC(=O)Nc1ccccc1 | 24 | -23
C/C(=N/NC(=O)Cc1c(C)[nH][nH]c1=O)c1ccc(O)cc1 | 9 | -11
COc1ccnc(Nc2cccc(C)c2)c1C#N | 2 | 1
O=C(Nc1ccn(Cc2ccc(Cl)cc2)n1)c1ccccc1 | 15 | -18
COc1cccc(-c2ccc3c(N)c(C(=O)NC4CC4)sc3n2)c1 | 17 | -10
COc1ccc([C@H]2CC(=O)C=C(c3cc(C=O)ccc3OC)C2)cc1 | 9 | 30
CC(C)Cc1ccc(/C=C/C(=O)N2CCOCC2)cc1 | 23 | -14
CN(C)c1cc[n+](Cc2c(Cl)cccc2Cl)cc1 | 2 | 5
O=C(c1sc2ccccc2c1Cl)N(Cc1ccccc1)C1CCS(=O)(=O)C1 (configuration not stated) | 15 | -16
CCOC(=O)c1cccc(NC(=O)COC)c1 | 10 | -4
O=Cc1ccc(C(=O)OCC(=O)N2CCCC2)cc1 | 8 | -6
O=C(Nc1nnc(S(=O)(=O)N2CCCCC2)s1)c1ccc(Cl)cc1 | 8 | -4

# A different layout for four compounds above:
structure: CC1CCN(S(=O)(=O)c2ccc(NC(=O)c3cccs3)cc2)CC1
- OX1R antag-2: 10
- OX1R antag-1: -16

structure: COc1cc(C2C3=C(CCCC3=O)OC3=C2C(=O)CCC3)ccc1OCC(=O)Nc1ccccc1
- OX1R antag-2: 24
- OX1R antag-1: -23

structure: C/C(=N/NC(=O)Cc1c(C)[nH][nH]c1=O)c1ccc(O)cc1
- OX1R antag-2: 9
- OX1R antag-1: -11

structure: COc1ccnc(Nc2cccc(C)c2)c1C#N
- OX1R antag-2: 2
- OX1R antag-1: 1

# The results go on.
molecule | OX1R antag-2 | OX1R antag-1
O=C(Nc1c2c(nn1-c1ccc(F)cc1)CS(=O)C2)C12CC3CC(CC(C3)C1)C2 (configuration not stated) | 29 | -3
Cc1ccn2c(-c3n[nH]c(=S)n3Cc3ccccc3)c(C)nc2c1 | -7 | -4
O=Cc1c(NCc2ccc(Cl)cc2)c2ccccc2[nH]c1=O | 12 | -26
COc1ccccc1NC(=O)Cn1c(CN2CCCCC2)nc2ccccc2c1=O | 6 | -24
Cc1noc(C)c1COc1ccc(C(=O)NCC2CCCO2)cc1 (configuration not stated) | 18 | -10
O=C(CCCN1C(=O)c2ccccc2C1=O)Nc1nnc(C2CC2)s1 | 21 | -11
CC(NC(=O)C(c1ccccc1)c1ccccc1)c1ccc(S(N)(=O)=O)cc1 (configuration not stated) | 17 | -15
Cc1coc2cc3oc(=O)cc(C)c3cc12 | 19 | -16
Cc1ccc(NC(=O)N2CCCN(Cc3ccc(F)cc3)C2)cc1C | 11 | -26
CC(=O)Nc1ccc(NC(=O)COC(=O)c2cc(S(=O)(=O)N3CCCC3)ccc2O)cc1 | 2 | 0
Cc1cc(C(=O)Nc2ccc(Cl)cc2)c2ccccc2n1 | 8 | -4
COc1cc(C(=O)N2CCN(S(=O)(=O)c3ccc(C)cc3)CC2)ccc1OCc1c(C)noc1C | 20 | -16
COc1ccc2c(c1)c1nnc(SCC(=O)Nc3ccccc3F)nc1n2C | 11 | -11
CN(c1cccc(NC(=O)c2cccc([N+](=O)[O-])c2)c1)S(C)(=O)=O | 16 | -21
COc1cccc2cc(C(=O)n3ccc(C)n3)c(=O)oc12 | 59 | 3
COc1cc(S(=O)(=O)NC2CCCC2)c(OC)cc1Cl | 8 | -17
COc1ccccc1CNC(=O)COC(=O)CCN=C1NS(=O)(=O)c2ccccc21 | 11 | -16
O=C(CSc1nc2c(sc3ccccc32)c(=O)n1CCCN1CCCC1)NCc1ccco1 | 23 | -21
CC12C(=O)N(c3ccc(OC(=O)c4ccco4)cc3)C(=O)C1C1c3ccccc3C2c2ccccc21 (configuration not stated) | 6 | -28
CCOC(=O)N1CCN(C(=O)C(CC(C)C)NS(=O)(=O)c2ccc3c(c2)oc(=O)n3C)CC1 (configuration not stated) | 13 | -17
Cc1cc(=O)oc2cc(NC(=O)COc3cccc(C(F)(F)F)c3)ccc12 | 0 | -15
Nc1c(C(=O)Nc2ccccc2)sc2nc3c(c(-c4ccco4)c12)CCC3 | 33 | 0
Cc1ccc(C)c(NC(=O)CSc2nnc(-c3ccco3)o2)c1 | 9 | -13
COC(=O)c1cc2sccc2n1CC(=O)Nc1ccc(OC)c(OC)c1OC | 6 | -13
CCn1ncc(/C=C/C(=O)Nc2c(C)nn(CC)c2C)c1C | -3 | -6
NC(=O)c1cnn(C2CCS(=O)(=O)C2)c1 (configuration not stated) | 17 | -7
CCN1C(=O)CC(c2ccccc2)N(C2CCCC2)c2nc(Nc3ccc(C(=O)NC4CCN(C)CC4)cc3OC)ncc21 (configuration not stated) | 12 | -22
CNC(=O)N(O)C1N(/N=C/c2ccc(N(C)C)cc2)C(=S)SC1(C)C (configuration not stated) | -8 | -11
CC(=O)OC(C)CS(=O)(=O)c1ccccc1 (configuration not stated) | 13 | -3
Cc1ccccc1NC(=O)Cc1nc(COC(=O)COc2ccc(C(C)(C)C)cc2)cs1 | 4 | -24
CN1CCC(C2(O)c3ccccc3CCc3ccccc32)CC1 | 4 | -5
Cc1ccc(S(=O)(=O)N2CCOCC2)c2nsnc12 | 41* | -1
COc1ccc(Br)cc1CN1C(=O)NC2(CCCCCC2)C1=O | 10 | -9
CC(C)(C)c1ccc(-c2nnc(SCC(=O)NC3CC3)o2)cc1 | 0 | 3
CC(C)COC(=O)N1CC(O)CC1C(=O)Nc1ccc2c(c1)OCO2 (configuration not stated) | 1 | -17
C/C(=C\COc1ccc2ccc(=O)oc2c1)CC[C@@H](O)C(C)(C)O | -1 | -12
CN(CC(=O)NCCc1ccc(S(N)(=O)=O)cc1)S(=O)(=O)/C=C/c1ccccc1 | 7 | -2
CC(Sc1nnc(C(F)(F)F)n1C)C(=O)Nc1ccc(N2CCOCC2)cc1 (configuration not stated) | 5 | -12
CCCc1nc(SCC(=O)O)c2sc(=S)n(-c3ccccc3)c2n1 | -6 | -1
COc1ccc(S(=O)(=O)c2snnc2C)cc1 | 1 | -8
Cc1oc(-c2cccs2)nc1CS(=O)CC(=O)NCc1ccc2c(c1)OCO2 (configuration not stated) | 9 | -22
Cc1nnc(C)c2c(C)n(Cc3ccc4c(c3)OCO4)c(C)c12 | 7 | -6
CC(=O)N(Cc1cc(=O)[nH]c2ccccc12)c1ccccc1 | 23 | -2
Cc1cccc(NC(=O)c2ccccc2NC(=O)c2ccco2)c1 | 19 | -19
Cc1ccc(NC(=O)Nc2nnc(CSCCOc3ccc(Cl)cc3)s2)cc1 | 11 | -9
O=[N+]([O-])c1ccc(N/N=C2\CC3CC=CC23)c([N+](=O)[O-])c1 (configuration not stated) | 82* | 12
COc1ccc(C)cc1N1C(=N)/C(=C2/Nc3ccccc3S2)C(c2ccccc2)C1=O (configuration not stated) | 16 | 15
O=C(NC(=S)N1CCc2ccccc21)c1ccc(Br)o1 | 52 | -9
COc1ccc(CC(=O)Nc2ccccc2N2CCCCC2)cc1OC | 2 | -44
CCSc1nnc(-c2ccccc2N=Cc2c(C)[nH]n(-c3ccccc3)c2=O)c(=O)[nH]1 | 44 | -2

# Later entries
molecule | OX1R antag-2 | OX1R antag-1
CCC(=O)N/N=C(\C)CC(=O)Nc1cc(Cl)ccc1C | 17 | -30
CCN1C(=O)c2ccccc2S(=O)c2ccc(C(=O)N3CCCCCC3)cc21 (configuration not stated) | -5 | -21
CCN1C(=O)c2ccccc2S(=O)c2ccc(C(=O)NCCCN3CCCC3=O)cc21 (configuration not stated) | 5 | -20
O=C(OCc1cc(=O)n2ccsc2n1)c1ccccc1O | 16 | 11
O=C(OCCN1CCCCC1)c1ccccc1Br | 4 | -11
C/C(=N/NC(=O)CNC(=O)C1COc2ccccc2O1)c1ccc2c(c1)OCCO2 (configuration not stated) | 25 | -14
Cc1nc(N2CCN(S(=O)(=O)c3ccc(F)cc3)CC2)c2c(-c3cccs3)csc2n1 | 17 | -21
CC1=CC(C)(C)N(C(=O)Nc2ccccc2)c2ccccc21 | 14 | -9
O=C(c1cccnc1)c1cccnc1 | 13 | 11
O=C1CN(C(=O)COC(=O)c2ccccc2Br)c2ccccc2N1 | 4 | 18
CN=C1NN=C(c2cc(C)n(-c3c(C)n(C)n(-c4ccccc4)c3=O)c2C)CS1 | 5 | -6
CCN(CC)C(=O)c1ccc(-c2nnc(Nc3ccc(C(=O)NC)cc3)c3ccccc23)cc1 | 24 | -32
CC(=O)Oc1c(C(C)C)cc(N(C(C)=O)c2ccccc2)cc1C(C)C | 8 | -22
Cc1ccc(C)c(NS(=O)(=O)c2cc(C(=O)NCCC3=CCCCC3)ccc2C)c1 | 23 | 23
COc1ccc2c(=O)cc(CO)oc2c1 | 1 | 2
O=C(NC1CCCC1)c1cc(COc2ccc3ncccc3c2)on1 | 24 | 31
N#C/C=C/N1CCC(Cc2ccccc2)CC1 | 18 | -10
Cc1ccc(C)c(NC(=O)CCn2cnnn2)c1 | 18 | -16
CCN1C(=O)CC(N2CCN(c3ccc(Cl)cc3)CC2)C1=O (configuration not stated) | 16 | 3
Cc1cccc(N(CC(=O)NC2CCCC2)C(=O)c2nsc(Cl)c2Cl)c1C | 40 | -9
O=C(c1n[nH]c2ccccc12)N1CCCCC1 | 6 | -15
COc1ccccc1OCCNC(=O)c1cc(=O)[nH]c2ccccc12 | 16 | -9
CCOc1cc(NC(=O)C2CC2)c(OCC)cc1NC(=O)c1ccccc1OCC | 18 | -45
O=c1cc(O)c2sc3nc(-c4cccnc4)cc(C(F)(F)F)c3c2[nH]1 | 24 | -11
c1cncc(-c2noc(C34CC5CC(CC(C5)C3)C4)n2)c1 | 10 | -10
Cc1ccc2nc(C)c(C(=O)O)cc2c1 | 25 | 0
COc1ccc(CNC(=O)[C@H](Cc2c[nH]c3ccccc23)NC(=O)[C@@H]2Cc3ccccc3CN2)cc1 | 17 | 5
CC(CN1CCCCC1)NC(=O)c1cccs1 (configuration not stated) | 8 | -4
Cc1ccc(NC(=S)N(CCN2CCCCC2)Cc2ccco2)cc1Cl | 2 | -34
O=C(CCCSc1nc2ccccc2[nH]1)NCc1ccc(Cl)cc1 | 15 | -22
Cc1sc2nc(CSc3ccccc3)nc(N3CCN(C)CC3)c2c1C | 6 | -17
Cc1ccc(O)c(C(CC(=O)NCc2cccnc2)c2ccccc2)c1 (configuration not stated) | 9 | -20

# Quoted from the listing.
# Value for `O=C(c1n[nH]c2ccccc12)N1CCCCC1` in OX1R antag-1: -15
# Value for `O=C(CCCSc1nc2ccccc2[nH]1)NCc1ccc(Cl)cc1` in OX1R antag-2: 15
# Value for `O=c1cc(O)c2sc3nc(-c4cccnc4)cc(C(F)(F)F)c3c2[nH]1` in OX1R antag-1: -11
# Value for `Cc1sc2nc(CSc3ccccc3)nc(N3CCN(C)CC3)c2c1C` in OX1R antag-1: -17
# Value for `COc1ccccc1OCCNC(=O)c1cc(=O)[nH]c2ccccc12` in OX1R antag-2: 16

# Screens (PubChem)
